OXTR ag = human OXTR agonists, primary screen, fluorescence, CHO-OTR cells, Fluo-8 calcium | Oxytocin receptor (Homo sapiens), P30559 | Fluo-8 calcium fluorescence; normalized: DMSO 0%, oxytocin 100% | activation, % at 3 µM | 320,000 compounds, 0.32% hits | AID 2435, 2010;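 active = activation above the mean of all tested compounds plus 3 SD, cutoff set per screening run, cut at about 20% in these data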;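 note: peak over basal fluorescence ratio from a 100 s FLIPR kinetic read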
PHOSPHO1 inh = PubChem AID 1565; inhibition, % at 13.3 µM; Phosphoethanolamine/phosphocholine phosphatase (Homo sapiens), Q8TCT1; 290,000 compounds, 1.1% hits; recombinant PHOSPHO1, absorbance phosphatase assay; in the data active = inhibition above about 60%
MEKK2 mut-MEK5 = MEK5 binding signal on mutant MEKK2 PB1, primary screen, biochemical, multiplex bead flow cytometry, Alexa488-MEK5; percent response, % at 10 µM; 290,000 compounds, 0.35% hits; AID 1530, 2009; Alexa488-MEK5 binding to MEKK2 mutant; in the data active = percent response above about 24%, passing the limit was not always enough; note: inactives centre near 1; some results filed as inactive read as strong as hits; reference of the scale not given here
MEKK3 PB1 HTS = modulators of MEKK3-MEK5 PB1 binding, primary screen, biochemical, wildtype MEKK3, multiplex bead flow cytometry, Alexa488-MEK5. bead-based flow cytometry, Alexa488-MEK5 binding to MEKK3; actives lie on both sides; 0 = blocked by unlabeled MEK5, 100 = vehicle. binding response (% of control), % at 10 µM. 290,000 compounds, 1.4% hits. AID 1529, 2009;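 active = binding response more than 3 SD above or below the average of its plate-row segment, actives on both sides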;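 note: Alexa488 bead fluorescence after subtracting the streptavidin-only scavenger bead signal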
Target sequence (Q99759 whole entry, looked up): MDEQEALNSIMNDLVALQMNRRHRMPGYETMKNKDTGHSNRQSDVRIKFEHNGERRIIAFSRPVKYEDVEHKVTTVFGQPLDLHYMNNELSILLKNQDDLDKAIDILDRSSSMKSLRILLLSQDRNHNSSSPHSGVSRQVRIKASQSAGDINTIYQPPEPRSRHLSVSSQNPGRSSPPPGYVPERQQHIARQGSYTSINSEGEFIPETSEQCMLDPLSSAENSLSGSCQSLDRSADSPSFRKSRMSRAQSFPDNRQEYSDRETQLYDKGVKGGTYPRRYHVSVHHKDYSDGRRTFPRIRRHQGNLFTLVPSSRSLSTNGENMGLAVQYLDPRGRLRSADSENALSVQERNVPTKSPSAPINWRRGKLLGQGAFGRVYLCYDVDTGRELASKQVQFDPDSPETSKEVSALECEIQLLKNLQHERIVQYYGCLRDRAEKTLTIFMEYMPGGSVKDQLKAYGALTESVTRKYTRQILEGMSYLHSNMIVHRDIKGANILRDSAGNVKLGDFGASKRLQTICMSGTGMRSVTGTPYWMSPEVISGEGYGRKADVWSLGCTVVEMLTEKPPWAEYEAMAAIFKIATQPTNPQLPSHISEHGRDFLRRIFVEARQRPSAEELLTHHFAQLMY
GalR3 antagonist = GalR3 antagonists in HEK293 cells, primary screen, cell-based, fluorescence readout. Galanin receptor type 3 (Homo sapiens), O60755. HEK293 GalR3-CNG cAMP membrane potential fluorescence; galR3 body fused to GalR1 C-terminus. inhibition, % at 3 µM. 360,000 compounds, 0.44% hits. AID 651719, 2012;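 active = inhibition above the screen-wide average plus 3 SD, cut at about 13% in these data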;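 note: forskolin and galanin both at EC90 stimulate the cells; cAMP rise reported by CNG channel membrane potential dye signal; 0% = forskolin plus galanin with DMSO and 100% = forskolin alone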
NALP1 inh = NALP1 inflammasome inhibitors in reconstituted yeast, colorimetric, S. cerevisiae, triplicate retest; 280,000 compounds, 0.61% hits; AID 2071, 2009; inhibition, % at 10 µM; S. cerevisiae NALP1/ASC/caspase-1 growth, X-gal OD620, 72 h; in the data active = inhibition mostly above about 24%, no sharp cut-off; inactive = mostly below about 32%; note: some compounds called inactive have numbers as strong as hits
V1aR counter = agonists of human V1a receptor, primary screen, counter-screen for OXTR agonist project, fluorescence, CHO-V1R cells | Fluo-8 calcium fluorescence, agonist mode; 0% DMSO, 100% 3 nM vasopressin | activation, % at 3 µM | 320,000 compounds, 0.25% hits | AID 2797, 2010;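 active = activation above the mean activation of all tested compounds plus 3 SD, per screening run, cut at about 20% in these data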;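 note: signal is peak over basal fluorescence ratio across a 100 second FLIPR read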
Target sequence (P37288 whole entry, looked up): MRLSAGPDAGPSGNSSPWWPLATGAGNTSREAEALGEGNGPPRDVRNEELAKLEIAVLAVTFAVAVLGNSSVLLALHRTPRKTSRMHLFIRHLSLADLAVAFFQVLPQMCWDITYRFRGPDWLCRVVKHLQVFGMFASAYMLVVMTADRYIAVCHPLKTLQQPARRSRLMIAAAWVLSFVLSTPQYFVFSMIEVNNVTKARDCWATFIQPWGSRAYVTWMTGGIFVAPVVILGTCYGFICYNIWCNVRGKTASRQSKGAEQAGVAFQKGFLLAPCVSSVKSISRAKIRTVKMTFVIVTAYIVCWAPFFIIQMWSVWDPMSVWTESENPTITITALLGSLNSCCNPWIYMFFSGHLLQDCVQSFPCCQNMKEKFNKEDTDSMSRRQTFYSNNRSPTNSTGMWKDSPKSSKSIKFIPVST
GPR7 antag = GPR7 receptor antagonists, primary screen, cell-based, fluorescence, single concentration | Neuropeptides B/W receptor type 1 (Homo sapiens), P48145 | 290,000 compounds, 1.1% hits | inhibition, % at 4.4 µM | AID 1861, 2009 | GPR7-expressing cells, fluorescence antagonist assay; in the data active = inhibition above about 16%, passing the limit was not always enough;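 note: cells stimulated with the agonist NPW; 0% = agonist with vehicle and 100% = vehicle without agonist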
MEKK2 WT-MEK5 = modulators of MEK5 binding to wildtype MEKK2, primary screen, biochemical, multiplex bead flow cytometry, Alexa488-MEK5. Mitogen-activated protein kinase kinase kinase 2 (Homo sapiens), Q9Y2U5. Alexa488-MEK5 binding to MEKK2 WT; actives lie on both sides. binding response (% of control), % at 10 µM. 290,000 compounds, 1.1% hits. AID 1531, 2009; in the data active = binding response below about 67% or above about 130%
* hit, by the source's call.

What do the screens show for `CC(C(=O)Nc1ccc(Cl)cc1Cl)N1C(=O)NC2(CCCC2)C1=O` (configuration not stated)?
OXTR ag: 1.0; PHOSPHO1 inh: 20.0; MEKK2 mut-MEK5: 5.0; MEKK3 PB1 HTS: 102.0; GalR3 antagonist: -10.2; NALP1 inh: 5.1; V1aR counter: 0.1; GPR7 antag: -1.3; MEKK2 WT-MEK5: 105.0

Results for CCOc1cc(CNc2ccccc2)cc(Br)c1OCC(=O)NC(C)(C)C ?
OXTR ag: -0.2; PHOSPHO1 inh: 45.9; MEKK2 mut-MEK5: 7.0; MEKK3 PB1 HTS: 107.0; GalR3 antagonist: 0.0; NALP1 inh: 8.1; V1aR counter: -0.2; GPR7 antag: -7.4; MEKK2 WT-MEK5: 104.0

What do the screens show for `O=C(Cn1ccc2ccccc2c1=O)NCC1COc2ccccc2O1` (configuration not stated)?
OXTR ag: 0.3; PHOSPHO1 inh: -6.1; MEKK2 mut-MEK5: -1.0; MEKK3 PB1 HTS: 91.0; GalR3 antagonist: 7.9; NALP1 inh: 22.4; V1aR counter: -0.9; GPR7 antag: 19.5; MEKK2 WT-MEK5: 91.0

How did CC(=O)c1c(C)[nH]c(C(=O)/C(C#N)=C/c2cccc(C)c2)c1C do in these assays?
OXTR ag: 2.8; PHOSPHO1 inh: 22.4; MEKK2 mut-MEK5: -2.0; MEKK3 PB1 HTS: 102.0; GalR3 antagonist: -7.2; NALP1 inh: 16.2; V1aR counter: 1.2; GPR7 antag: -4.1; MEKK2 WT-MEK5: 101.0

How did CCN1CCN(S(=O)(=O)c2ccc(-c3cc(C)no3)s2)CC1 do in these assays?
OXTR ag: 2.2; PHOSPHO1 inh: 43.7; MEKK2 mut-MEK5: 6.0; MEKK3 PB1 HTS: 100.0; GalR3 antagonist: 1.8; NALP1 inh: 4.0; V1aR counter: 4.7; GPR7 antag: -2.1; MEKK2 WT-MEK5: 106.0

How did CC1=NN(C(=O)c2ccoc2C)C(O)(C(F)(F)F)C1 (configuration not stated) do in these assays?
OXTR ag: -0.1; PHOSPHO1 inh: 29.8; MEKK2 mut-MEK5: 1.0; MEKK3 PB1 HTS: 110.0; GalR3 antagonist: 0.9; NALP1 inh: 4.1; V1aR counter: -0.7; GPR7 antag: -5.6; MEKK2 WT-MEK5: 105.0

How did Cc1ccc2nc(NC(=O)c3cc(-c4ccco4)nc4ccccc34)sc2c1 do in these assays?
OXTR ag: -0.7; PHOSPHO1 inh: 6.6; MEKK2 mut-MEK5: 0.0; MEKK3 PB1 HTS: 99.0; GalR3 antagonist: -4.2; NALP1 inh: 25.0; V1aR counter: 0.4; GPR7 antag: -0.5; MEKK2 WT-MEK5: 95.0

How did COCC1CCCCN1C(=O)c1ccc(OC2CCN(CCc3ccccc3)CC2)cc1 (configuration not stated) do in these assays?
OXTR ag: 0.8; PHOSPHO1 inh: 7.9; MEKK2 mut-MEK5: -1.0; MEKK3 PB1 HTS: 102.0; GalR3 antagonist: -10.3; NALP1 inh: 23.5; V1aR counter: 1.5; GPR7 antag: 7.4; MEKK2 WT-MEK5: 101.0

How did CCOc1ccc(NS(=O)(=O)c2ccc(OCC)c3ncccc23)cc1 do in these assays?
OXTR ag: 9.3; PHOSPHO1 inh: -20.9; MEKK2 mut-MEK5: 4.0; MEKK3 PB1 HTS: 98.0; GalR3 antagonist: -7.1; NALP1 inh: 4.6; V1aR counter: 7.1; GPR7 antag: 5.1; MEKK2 WT-MEK5: 102.0

What do the screens show for `Cc1cccc(NC(=O)CSc2nsc(SCC(=O)Nc3cccc(C)c3)c2C#N)c1`?
OXTR ag: -0.4; PHOSPHO1 inh: -35.4; MEKK2 mut-MEK5: 39.0; MEKK3 PB1 HTS: 105.0; GalR3 antagonist: -1.5; NALP1 inh: 31.2; V1aR counter: 1.4; GPR7 antag: 0.3; MEKK2 WT-MEK5: 29.0*

How did CCOc1c2ccc(C(=O)NCc3ccc(C(F)(F)F)cc3C(F)(F)F)cc2nn1C do in these assays?
OXTR ag: -2.7; PHOSPHO1 inh: 24.4; MEKK2 mut-MEK5: 3.0; MEKK3 PB1 HTS: 103.0; GalR3 antagonist: -6.8; NALP1 inh: 14.0; V1aR counter: -1.4; GPR7 antag: -2.6; MEKK2 WT-MEK5: 102.0

How did COc1cc(OC)cc(C(=O)Nc2ccc(S(=O)(=O)Nc3cc(C)nc(C)n3)cc2)c1 do in these assays?
OXTR ag: 0.7; PHOSPHO1 inh: 3.2; GalR3 antagonist: -5.3; NALP1 inh: 23.0; V1aR counter: -0.2; GPR7 antag: -8.0

What do the screens show for `COc1ccc(/C=N/Nc2nncc3ccccc23)c(OC)c1`?
OXTR ag: -0.7; PHOSPHO1 inh: 2.6; MEKK2 mut-MEK5: -3.0; MEKK3 PB1 HTS: 82.0; GalR3 antagonist: -3.4; NALP1 inh: 7.9; V1aR counter: -0.1; GPR7 antag: -7.5; MEKK2 WT-MEK5: 87.0

How did CSc1cccc(NC(=O)c2sc3nc4n(c(=O)c3c2C)CCC4)c1 do in these assays?
OXTR ag: 2.8; PHOSPHO1 inh: -15.9; MEKK2 mut-MEK5: -9.0; MEKK3 PB1 HTS: 99.0; GalR3 antagonist: -0.7; NALP1 inh: 4.2; V1aR counter: 4.7; GPR7 antag: 9.5; MEKK2 WT-MEK5: 100.0

What do the screens show for `CCOc1ccc(S(=O)(=O)n2nnc3ccccc32)cc1C(C)C`?
OXTR ag: 1.2; PHOSPHO1 inh: 10.9; MEKK2 mut-MEK5: 8.0; MEKK3 PB1 HTS: 107.0; NALP1 inh: 16.2; V1aR counter: 0.3; GPR7 antag: -10.3; MEKK2 WT-MEK5: 107.0

How did CC(=O)N1CCN(C(=O)c2ccc(Oc3ccccc3)cc2)CC1 do in these assays?
OXTR ag: 0.1; PHOSPHO1 inh: -2.7; MEKK2 mut-MEK5: 7.0; MEKK3 PB1 HTS: 101.0; GalR3 antagonist: -2.3; NALP1 inh: -3.4; V1aR counter: 0.9; GPR7 antag: -8.9; MEKK2 WT-MEK5: 105.0

Results for COc1ccc(N2CCN(CCNC(=O)C3CC(=O)N(C4CCCC4)C3)CC2)cc1 (configuration not stated) ?
OXTR ag: -0.7; PHOSPHO1 inh: 52.4; MEKK2 mut-MEK5: 4.0; MEKK3 PB1 HTS: 101.0; GalR3 antagonist: -2.8; NALP1 inh: 40.7; V1aR counter: -0.6; GPR7 antag: -12.1; MEKK2 WT-MEK5: 99.0

How did COc1ccc(NC(=O)c2ccccc2)c([N+](=O)[O-])c1 do in these assays?
OXTR ag: -2.5; PHOSPHO1 inh: -26.7; MEKK2 mut-MEK5: 0.0; MEKK3 PB1 HTS: 97.0; GalR3 antagonist: 1.1; NALP1 inh: -14.0; V1aR counter: -0.9; GPR7 antag: -4.8; MEKK2 WT-MEK5: 101.0

Results for Cc1nc(NC(=O)C23CC4CC(CC(C4)C2)C3)sc1Cc1ccc2c(c1)OCO2 ?
OXTR ag: -1.0; PHOSPHO1 inh: -4.5; MEKK2 mut-MEK5: 30.0; MEKK3 PB1 HTS: 108.0; GalR3 antagonist: -8.8; NALP1 inh: 20.4; V1aR counter: 0.5; GPR7 antag: -15.1; MEKK2 WT-MEK5: 147.0*

Results for CCOc1ccc(N(CC(=O)NCc2ccc(F)cc2)C(=O)c2ccco2)cc1 ?
OXTR ag: -2.1; PHOSPHO1 inh: 11.0; MEKK2 mut-MEK5: 3.0; MEKK3 PB1 HTS: 100.0; GalR3 antagonist: -1.0; NALP1 inh: 14.8; V1aR counter: 0.3; GPR7 antag: -5.8; MEKK2 WT-MEK5: 105.0

What do the screens show for `CC(Oc1ccc2ccc(=O)oc2c1)C(=O)NCCN1CCOCC1` (configuration not stated)?
OXTR ag: 0.6; PHOSPHO1 inh: 23.5; MEKK2 mut-MEK5: 8.0; MEKK3 PB1 HTS: 104.0; GalR3 antagonist: -7.7; NALP1 inh: 4.7; V1aR counter: 0.1; GPR7 antag: -16.0; MEKK2 WT-MEK5: 107.0

How did COc1ccc(C(=O)N/N=C(\C)CC(=O)Nc2ccc3c(c2)OCO3)cc1 do in these assays?
OXTR ag: -0.7; PHOSPHO1 inh: 3.6; MEKK2 mut-MEK5: -11.0; MEKK3 PB1 HTS: 92.0; GalR3 antagonist: -6.4; NALP1 inh: -6.0; V1aR counter: -0.2; GPR7 antag: -4.6; MEKK2 WT-MEK5: 94.0

What do the screens show for `CCOc1ccc(NC(=S)NCc2ccc3c(c2)OCO3)cc1`?
OXTR ag: -0.2; PHOSPHO1 inh: 32.2; MEKK2 mut-MEK5: 4.0; MEKK3 PB1 HTS: 101.0; GalR3 antagonist: -2.1; NALP1 inh: -16.0; V1aR counter: 2.5; GPR7 antag: 5.1; MEKK2 WT-MEK5: 101.0

Results for Cc1ccc(SCCNC(=S)Nc2ccc(C)c(C)c2)cc1 ?
OXTR ag: -0.1; PHOSPHO1 inh: -20.1; MEKK2 mut-MEK5: 2.0; MEKK3 PB1 HTS: 107.0; GalR3 antagonist: 2.3; NALP1 inh: 24.0; V1aR counter: -0.3; GPR7 antag: -29.3; MEKK2 WT-MEK5: 122.0

What do the screens show for `CCOc1ccc(-c2n[nH]c(C(=O)NN)c2C)cc1`?
OXTR ag: -0.1; PHOSPHO1 inh: 0.0; MEKK2 mut-MEK5: 0.0; MEKK3 PB1 HTS: 91.0; GalR3 antagonist: -1.8; NALP1 inh: 34.1; V1aR counter: 1.4; GPR7 antag: 5.6; MEKK2 WT-MEK5: 96.0

What do the screens show for `CCn1c(NC(=O)C(C)C)c2ccccc2nc1=O`?
OXTR ag: 1.8; PHOSPHO1 inh: 41.8; MEKK2 mut-MEK5: -22.0; MEKK3 PB1 HTS: 78.0; GalR3 antagonist: -8.0; NALP1 inh: -0.4; V1aR counter: -0.8; GPR7 antag: 3.0; MEKK2 WT-MEK5: 81.0

How did Cc1nc2cc(C(F)(F)F)ccc2n1C1CCN(CC(=O)N2CCCC2)CC1 do in these assays?
OXTR ag: 0.4; PHOSPHO1 inh: 9.5; MEKK2 mut-MEK5: 3.0; MEKK3 PB1 HTS: 97.0; GalR3 antagonist: -4.2; NALP1 inh: -6.2; V1aR counter: 2.0; GPR7 antag: -8.0; MEKK2 WT-MEK5: 98.0

Gathered by group, the compounds so far containing a cyano group.
How did CC(=O)c1c(C)[nH]c(C(=O)/C(C#N)=C/c2cccc(C)c2)c1C do in these assays?
OXTR ag: 2.8; PHOSPHO1 inh: 22.4; MEKK2 mut-MEK5: -2.0; MEKK3 PB1 HTS: 102.0; GalR3 antagonist: -7.2; NALP1 inh: 16.2; V1aR counter: 1.2; GPR7 antag: -4.1; MEKK2 WT-MEK5: 101.0

What do the screens show for `Cc1cccc(NC(=O)CSc2nsc(SCC(=O)Nc3cccc(C)c3)c2C#N)c1`?
OXTR ag: -0.4; PHOSPHO1 inh: -35.4; MEKK2 mut-MEK5: 39.0; MEKK3 PB1 HTS: 105.0; GalR3 antagonist: -1.5; NALP1 inh: 31.2; V1aR counter: 1.4; GPR7 antag: 0.3; MEKK2 WT-MEK5: 29.0*
